Polio RdRp inh: inhibitors of poliovirus RNA polymerase binding and polymerization | actives 0.66% (n = 150,000) | P03300 | % elongation, % (compound at 16.7 µg/mL) | poliovirus polymerase elongation, fluorescence polarization; active compounds read low; in the data active means % elongation below about 90%; further: some results filed as inactive read as strong as hits
Target sequence (P03300 1749-2209 limits assumed): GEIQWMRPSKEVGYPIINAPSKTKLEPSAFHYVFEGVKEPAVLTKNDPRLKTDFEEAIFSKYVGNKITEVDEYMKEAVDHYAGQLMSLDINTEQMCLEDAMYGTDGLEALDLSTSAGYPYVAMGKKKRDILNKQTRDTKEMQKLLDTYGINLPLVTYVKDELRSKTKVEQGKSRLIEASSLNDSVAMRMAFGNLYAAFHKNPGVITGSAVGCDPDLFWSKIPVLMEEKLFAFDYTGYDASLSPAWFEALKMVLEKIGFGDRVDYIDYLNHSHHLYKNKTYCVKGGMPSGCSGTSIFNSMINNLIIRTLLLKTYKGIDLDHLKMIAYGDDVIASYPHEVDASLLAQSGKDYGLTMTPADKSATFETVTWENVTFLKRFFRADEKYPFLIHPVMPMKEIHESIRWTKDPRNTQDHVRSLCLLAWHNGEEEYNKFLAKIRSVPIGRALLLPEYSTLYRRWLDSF
Polio RdRp inh FP z-score: also measured in Polio RdRp inh; calls as there; z-score; measured here: FP z-score; hits read low
Numbers without * were called inactive; & = joins results of further samples. The list is partial (hit frequency here may not be typical).

SMILES	Polio RdRp inh	Polio RdRp inh FP z-score
O=C(c1ccc(Cl)cc1)N1CCc2c([nH]c3ccccc23)C1C(F)(F)F (configuration not stated)	103	0
CC(C)c1ccc(NC(=O)CCNS(=O)(=O)c2cccc3nsnc23)cc1	104	-0.4
Cc1ccc(S(=O)(=O)NC2CCCCC2n2cc(-c3ccccc3)nn2)cc1 (configuration not stated)	104	0.4
CCOC(=O)c1sc2nc(C)nc(N(C)Cc3ccccc3)c2c1C	102	0.1
O=C(O)CCc1nc2ccccc2n1-c1ccccc1	99	-0.9
Cc1cc(C)c(N=C(NN)N(C)C)cc1C	97	-0.9
CCCn1c(=N)n(CC(=O)C(C)(C)C)c2ccccc21	101	-0.4
CC1CCCC(C)N1CCCNC(=O)C1c2ccccc2C(=O)N1CCc1ccc(Cl)cc1 (configuration not stated)	99	-1.8
CCOC(=O)c1sc(NC(=O)c2cc3nc(-c4ccccc4)cc(C(F)(F)F)n3n2)c(C(=O)OCC)c1C	107	0.8
CCOC(=O)CN1C(=O)N(Cc2ccc(F)cc2)S(=O)(=O)c2ccccc21	102	0.6
NC(=O)C1CCCN(C(=O)NC2CCCCC2)C1 (configuration not stated)	102	0.1
Cc1ncc(CO)c(/C=N/O)c1O	99	-0.8
C=CCn1c(P(=O)(O)c2ccccc2)nc2ccccc21	113	0.8
Cc1cc2oc(=O)cc(-c3cc4ccccc4o3)c2cc1OCC(N)=O	103	0.2
COC(=O)C1=C(C)NC(=O)NC1c1cc2c(cc1Cl)OCO2 (configuration not stated)	103	0.4
C/C(=C(/C#N)P(=S)(N1CCOCC1)N1CCOCC1)N1CCCC1	95	-1.1
COc1ccc(C(=O)N(CC(=O)NC2CCCC2)C2CCCCC2)cc1OC	102	0.2
CCc1ccc(-n2nc(C)c3c(C(=O)N4CCN(c5cccc(Cl)c5)CC4)cc(C)nc32)cc1	120	2.5
CC(C)=C1C(=O)NN(c2ccccc2)C1=O	104	0.7
NC(=O)N/N=C1\CCCC1c1ccccn1 (configuration not stated)	97	-0.3
CCOC(=O)C(Sc1nnc(C(CC)N(C)C)n1Cc1ccccc1)c1ccccc1 (configuration not stated)	105	0
Cc1ccccc1NC(=O)C1C2C3CCC(C3)C12 (configuration not stated)	102	0.3
CCN(c1ccccc1)S(=O)(=O)c1ccc2c(c1)N(C(C)=O)CC(C)O2 (configuration not stated)	102	-0.1
O=C(O)CNc1ccc(C(=O)O)cc1	101	0
CN1CCc2c(sc3c2C(=O)NC(c2ccc(OC(=O)c4ccc(C(C)(C)C)cc4)cc2)N3)C1 (configuration not stated)	84	-3.4
Cc1ccc(Cl)cc1N1CCN(C(=O)c2cn(C)c3ccc(S(=O)(=O)N4CCC(C)CC4)cc3c2=O)CC1	107	0.4
CC(NC(=O)CSCc1cnn(-c2ccccc2)c1-n1cccc1)c1ccccc1 (configuration not stated)	102	0.2
COc1ccc(NCc2cc3ccc(OC)cc3n(CC(=O)Nc3cc(Cl)ccc3C)c2=O)cc1	107	0.2
COc1cccc(C(=O)Nc2c(C(=O)c3ccc(F)cc3)oc3ccccc23)c1	104	-0.1
CCCN(CCC)C(=O)C1CCCN1/C=C/C(=O)C(F)(F)F (configuration not stated)	108	0.5
COc1ccc(C2NC(=O)c3ccccc3N2)cc1 (configuration not stated)	101	-0.1
CC(C(=O)Nc1ccc(CN2CCOCC2)cc1)n1sc2ccccc2c1=O (configuration not stated)	100	-0.8
COC(=O)c1ccc(Cn2cnc3c(nnn3-c3cc(C)cc(C)c3)c2=O)o1	102	0.2
COCCn1c(C)cc(O)c(C(c2ccccc2OC)N2CCN(c3ccccc3)CC2)c1=O (configuration not stated)	112	0.7
O=c1c2cnn(CCO)c2ncn1C/C=C/c1ccccc1	101	0.1
COc1ccc2cc(/C=N/NC(=O)CN3CCOCC3)c(Cl)nc2c1	98	-0.7
CCn1c(=O)[nH]c2cc(C(=O)N3CCN(c4ccccc4)CC3)ccc2c1=O	99	-0.6
Cc1cccc(C(=O)N[C@@H]2C(=O)Nc3c(c(C)nn3C)[C@H]2c2ccccc2)c1	103	0
CN1CC(C(=O)O)CC1=O (configuration not stated)	105	0.7
Cc1ccc(-n2ncc3c(=O)n(CC(=O)NCc4ccccc4Cl)cnc32)cc1C	102	-0.5
O=C1CC(N2CCN(S(=O)(=O)c3ccc(Cl)cc3)CC2)C(=O)N1CCc1ccccc1 (configuration not stated)	106	0.5
CCCS(=O)(=O)N1CCN(C2CCN(C(=O)OCC)CC2)CC1	100	-0.3
Cc1ccc2c(c1)N(CC(=O)NC1CCCc3ccccc31)C(=O)c1cccnc1O2 (configuration not stated)	100	-0.7
Cc1noc(C)c1COC(=O)CCc1nc2cc(C(F)(F)F)ccc2n(Cc2ccccc2)c1=O	106	0.4
CCN=C1Cn2c(nc3scc(-c4ccccc4)c3c2=O)CN1CC	104	0.4
CC(C)=CCC/C(C)=C/CO	101	0.2
Cc1scc(CN2CCC3(CC2)OCCO3)c1C	102	0.2
CC(=O)N1CCC2(CC1)OC(=O)C(C)=C2C(=O)NCc1ccc(Cl)cc1	109	0.3
COc1cc(Cl)c(C)cc1NC(=O)c1cnc2c(-c3cccc(C)c3)c(C)nn2c1C	104	-0.2
Cc1cc(S(=O)(=O)NCCC2=CCCCC2)ccc1-n1cnnn1	104	0.6
COc1ccc(NC(=O)CN(C)S(=O)(=O)c2ccc3c(c2)CCCN3C(C)=O)cc1	105	0.4
O=C1CC(c2ccccc2F)C2=C(CC(c3ccc(F)cc3)CC2=O)N1 (configuration not stated)	103	0.5
CCOc1ccccc1CNC(=O)Nc1cn(CC(C)C)c(=O)c2ccccc12	28*	-6*
O=C(O)c1ccccc1SCc1ccc2c(c1)OCO2	96	-0.4
CN1CCN(C(=O)CNS(=O)(=O)c2ccccc2)CC1	106	0.3
Cc1ccccc1/C=N/NC(=O)Cc1cn2ccsc2n1	102	-0.2
Nc1cc(N)c2cc(-c3ccccc3)oc2c1	87*	-3.8*
CC(=O)N(Cc1cccnc1)Cc1cc2cc3c(cc2n2nnnc12)OCO3	100	-1
O=C(C1CCN(S(=O)(=O)c2cccc3nonc23)CC1)N1CCN(c2cccc(Cl)c2)CC1	109	0.4
NC(=S)c1cnn2c(C(F)(F)F)cc(C(F)(F)F)nc12	97	-2.1

Next section
SMILES	Polio RdRp inh	Polio RdRp inh FP z-score
CCOC(=O)C1=C(O)/C(=C/c2cccs2)SC1=NC(=O)c1ccc(C)cc1	101	0.1
NC(=O)c1sccc1Cl	102	0
CCOc1ccc(C(=O)c2oc3ccccc3c2NC(=O)c2cc(-c3ccccc3)on2)cc1	107	0.1
Brc1cccc(-c2nnc3sc(CNCc4ccc5c(c4)OCO5)cn23)c1	103	1.3
S=C(Nc1ccccc1)N1CCCN1c1ccccc1	102	0
COC(=O)c1ccc(/C=C(\C#N)C(=O)NC2CCCCC2)cc1	97	-0.5
CNC(=O)CCc1nc(-c2ccc(OC)cc2)no1	100	-0.1
O=c1c2ccccc2nc(-c2ccc(Cl)cc2)n1CCCCOc1ccc(F)cc1	105	0.1
COc1ccccc1CNC(=O)C(=O)NCC(c1ccco1)S(=O)(=O)c1ccc(F)cc1 (configuration not stated)	112	1.1
NS(=O)(=O)c1cc2c(cc1Cl)NC(C(Cl)Cl)NS2(=O)=O (configuration not stated)	99&100	-0.1&0.1
Nc1nnc(CSCc2ccccc2)s1	101	-0.4
Cc1cc(C)n2nc(-c3ccc(Cl)cc3)nc2n1	118	0.2
Cc1ccc2nc(-c3ccsc3)c(Nc3ccc(C(C)C)cc3)n2c1	112	1
CCOC(=O)C1C(=O)N(C(=O)c2cncc(Br)c2)CC1c1ccccc1 (configuration not stated)	101	-0.1
O=C(NCCS(=O)(=O)N1CCN(c2ccc(F)cc2)CC1)C1CC(=O)N(c2ccccc2)C1 (configuration not stated)	106	-0.1
CCCCN(Cc1cc2ccccc2[nH]c1=O)S(=O)(=O)c1ccccc1	100	-0.7
COc1cccc(CNC(=O)CN(c2ccc(C)cc2)S(=O)(=O)N(C)C)c1OC	106	0.6
Cc1cc(C(=O)OCc2ccc(Br)cc2)c(C)o1	105	0.4
COc1ccc(C(=O)Nc2ccc3nc(N4CCN(C)CC4)cc(C)c3c2)c(OC)c1	100	0
CCC1(C)CC2(CCCN(CCO)C2)CCO1 (configuration not stated)	101	-0.2
COc1ccc2oc(=O)c(C(=O)NC3CCCC3)cc2c1	104	0
O=C(N/N=C\c1ccc(F)cc1)C(c1ccccc1)N1CCOCC1 (configuration not stated)	100	-0.5
FC(F)C(F)(F)COC1OCCOC1OCC(F)(F)C(F)F (configuration not stated)	105	0.4
O=c1cc(CSc2nnc(Nc3ccccc3)s2)nc2sccn12	56	-4.2

Some of these compounds in order of length of the SMILES, ascending:
SMILES	Polio RdRp inh	Polio RdRp inh FP z-score
NC(=O)c1sccc1Cl	102	0
Nc1nnc(CSCc2ccccc2)s1	101	-0.4
CCC1(C)CC2(CCCN(CCO)C2)CCO1 (configuration not stated)	101	-0.2
S=C(Nc1ccccc1)N1CCCN1c1ccccc1	102	0
CNC(=O)CCc1nc(-c2ccc(OC)cc2)no1	100	-0.1
Cc1cc(C(=O)OCc2ccc(Br)cc2)c(C)o1	105	0.4
COc1ccc2oc(=O)c(C(=O)NC3CCCC3)cc2c1	104	0
FC(F)C(F)(F)COC1OCCOC1OCC(F)(F)C(F)F (configuration not stated)	105	0.4
O=c1cc(CSc2nnc(Nc3ccccc3)s2)nc2sccn12	56	-4.2
O=C(N/N=C\c1ccc(F)cc1)C(c1ccccc1)N1CCOCC1 (configuration not stated)	100	-0.5
Cc1ccc2nc(-c3ccsc3)c(Nc3ccc(C(C)C)cc3)n2c1	112	1
NS(=O)(=O)c1cc2c(cc1Cl)NC(C(Cl)Cl)NS2(=O)=O (configuration not stated)	99&100	-0.1&0.1
CCCCN(Cc1cc2ccccc2[nH]c1=O)S(=O)(=O)c1ccccc1	100	-0.7
Brc1cccc(-c2nnc3sc(CNCc4ccc5c(c4)OCO5)cn23)c1	103	1.3
CCOC(=O)C1C(=O)N(C(=O)c2cncc(Br)c2)CC1c1ccccc1 (configuration not stated)	101	-0.1
O=c1c2ccccc2nc(-c2ccc(Cl)cc2)n1CCCCOc1ccc(F)cc1	105	0.1
COc1cccc(CNC(=O)CN(c2ccc(C)cc2)S(=O)(=O)N(C)C)c1OC	106	0.6
COc1ccc(C(=O)Nc2ccc3nc(N4CCN(C)CC4)cc(C)c3c2)c(OC)c1	100	0
COc1ccccc1CNC(=O)C(=O)NCC(c1ccco1)S(=O)(=O)c1ccc(F)cc1 (configuration not stated)	112	1.1
CCOc1ccc(C(=O)c2oc3ccccc3c2NC(=O)c2cc(-c3ccccc3)on2)cc1	107	0.1
O=C(NCCS(=O)(=O)N1CCN(c2ccc(F)cc2)CC1)C1CC(=O)N(c2ccccc2)C1 (configuration not stated)	106	-0.1

The list goes on.
SMILES	Polio RdRp inh	Polio RdRp inh FP z-score
COc1ccc(N2CCN(C(=O)c3ccc(CS(=O)(=O)c4ccc(Br)cc4)o3)CC2)cc1	104	-0.2
COc1cc(OC)cc(C(=O)Nc2nc3ccc4sc(C)nc4c3s2)c1	102	1
Nc1ccc2nc(SCC(=O)O)sc2c1	102	0
Cc1ncc(CO)c(/C=N/N=C2\CC3CCC2(C)C3(C)C)c1O (configuration not stated)	102	0
O=C(NCCc1c[nH]c2ccccc12)c1ccc2c(=O)n3c(nc2c1)CCCCC3	100	0
O=C1NN=C2c3ccccc3CCC12 (configuration not stated)	99	-1.1
C=CCNC(=O)c1ccccc1NC(=O)c1ccccc1NS(C)(=O)=O	102	0.3
COc1cc([C@@H]2c3cc4c(cc3C(O[C@@H]3O[C@@H]5CO[C@@H](c6cccs6)OC5[C@H](O)[C@H]3O)C3COC(=O)[C@@H]32)OCO4)cc(OC)c1O (some centres not stated)	100	0.1
COCCNc1nnc(SCC(=O)c2cc(C)n(-c3ccc4c(c3)OCO4)c2C)s1	101	-0.3
CCOc1ccc(-c2cccc(NC(=O)Cc3ccc(OC)c(OC)c3)c2)nn1	107	0.3
Cc1ccc(C)c(CN2C(=O)N(c3cc(Cl)ccc3C)S(=O)(=O)c3ccccc32)c1	111	0.9
S=c1nccc(-c2ccc(-c3cccs3)s2)[nH]1	105	0.3

Exported with two lines to a compound: entries from further up.
Second line of a record – Polio RdRp inh, Polio RdRp inh FP z-score
Cc1ccc(C)c(CN2C(=O)N(c3cc(Cl)ccc3C)S(=O)(=O)c3ccccc32)c1
 : 111, 0.9
S=c1nccc(-c2ccc(-c3cccs3)s2)[nH]1
 : 105, 0.3

(continued)
SMILES	Polio RdRp inh	Polio RdRp inh FP z-score
O=C(NCc1ccc(Cl)cc1)C1(c2cccs2)CCOCC1	108	0.2
CC(C)Cn1c(SCc2cccc(F)c2)nc2ccsc2c1=O	98	-1.7
ONC(=Nc1ccccc1)c1cccnc1	104	0.4
CCOC(=O)c1cccc(NC(=O)Cn2ncc3c(C)n(Cc4ccc(F)cc4)c(C)c3c2=O)c1	104	0.7
O=C1c2ccccc2NC2(C(=O)N(Cc3ccccc3)c3ccccc32)N1C1CC1 (configuration not stated)	100	0.3
O=C(O)CCC(=O)Nc1ccc(-c2cn3ccccc3n2)cc1	108	0.5
CCN(CC)CCN(C)Cc1c(F)cccc1F	100	-0.3
Cc1ccc(/C=C(\C#N)C(=O)Nc2cccc(Br)c2)o1	107	0.2
O=C(NC1CCCCC1)c1nnc(Cc2cccc(F)c2)o1	102	0.1
O=C1CCCCCN1Cc1nnc(SCc2cnc(-c3ccccc3)s2)n1-c1ccccn1	107	0.5
CC(C)CNC(=O)C1C2C=CC(C2)C1C(=O)O (configuration not stated)	102	0.1
O=C(CC(c1ccc(Cl)cc1)S(=O)(=O)c1ccccc1)c1ccco1 (configuration not stated)	102	-0.1
CCN(CC)c1ccc(-c2nc(-c3ccccn3)no2)cc1[N+](=O)[O-]	106	-0.4
O=C(CCS(=O)(=O)c1ccccc1)OCc1csc(-c2ccccc2)n1	101	0
CN1CCN(C(=O)C(=O)Nc2c3c(nn2-c2cccc(Cl)c2)CSC3)CC1	111	1
CCCCC1CCC(C(=O)N(Cc2sccc2C)C2CCS(=O)(=O)C2)CC1 (configuration not stated)	106	1.2
CCOc1ccc(N(CC)S(=O)(=O)N2CCCC(C(=O)NCCc3ccccc3OC)C2)cc1 (configuration not stated)	104	-0.5
Cc1ccc(NC(=O)/C(C#N)=C/c2cc(C)n(-c3ccc(F)cc3)c2C)cc1C	107	0.8
CCOc1ccc(NC(=O)CSc2nc(C)c(C(=O)Nc3ccccc3)c(-c3ccc(Cl)cc3)c2C#N)cc1	112	1.3

High-throughput results as filed in PubChem.
